PKM2 activator – activators of human pyruvate kinase M2; purified PKM2, Kinase-Glo ATP luminescence, activation; response scale: 0% is enzyme alone, no compound; Potency, µM (series often up to 57.5 µM), inactives show at the highest dose activation, actives largely listed as activators; 260,000 tested, 0.34% active; P14618; AID 1631; note: potency is the fitted concentration of half-maximal effect; % is set by controls: 0 for no effect and ±100 for the full control effect; nearly all actives have a fitted effect of over 55% in size
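ATP formation by purified human PK-M2, quantified via coupled luciferase luminescence after 1 h at room temperature with 0.1 mM ADP and 0.5 mM PEP final.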
USP2a inh – inhibitors of human ubiquitin-specific protease USP2a; O75604; USP2 core, Ub-CHOP2 coupled fluorogenic reporter, 485/531; Potency, µM (highest dose often 38.3 µM), inactives show top-dose activity change, negative = inhibition, most hits filed as inhibitors; 330,000 tested, 0.01% active;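 note: potency is the fitted concentration of half-maximal effect; plate controls were DMSO wells for no effect and full inhibition by NEM control for full effect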
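Deubiquitinase activity read as fluorescence (485/531 nm) after Ub-CHOP2 cleavage activates the enterokinase reporter on its substrate; USP2 core 10nM, Ub-CHOP2 and substrate 25nM each, 30min compound preincubation then 60min RT; data normalized to NEM, curves fitted.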
Eya2 phos inh – Eya2 (human) phosphatase inhibition; AID 488837; Potency, µM (top dose mostly 76.9 µM), for inactives: top-dose activity, negative = inhibition, hits mostly inhibitors; O00167; 330,000 tested, 0.006% active; recombinant Eya2, OMFP fluorescence dephosphorylation (OMFP is methylfluorescein phosphate); note: potency is the fitted concentration of half-maximal effect; % is set by controls: 0 for no effect and ±100 for the full control effect
Target sequence (O00167 whole entry, looked up): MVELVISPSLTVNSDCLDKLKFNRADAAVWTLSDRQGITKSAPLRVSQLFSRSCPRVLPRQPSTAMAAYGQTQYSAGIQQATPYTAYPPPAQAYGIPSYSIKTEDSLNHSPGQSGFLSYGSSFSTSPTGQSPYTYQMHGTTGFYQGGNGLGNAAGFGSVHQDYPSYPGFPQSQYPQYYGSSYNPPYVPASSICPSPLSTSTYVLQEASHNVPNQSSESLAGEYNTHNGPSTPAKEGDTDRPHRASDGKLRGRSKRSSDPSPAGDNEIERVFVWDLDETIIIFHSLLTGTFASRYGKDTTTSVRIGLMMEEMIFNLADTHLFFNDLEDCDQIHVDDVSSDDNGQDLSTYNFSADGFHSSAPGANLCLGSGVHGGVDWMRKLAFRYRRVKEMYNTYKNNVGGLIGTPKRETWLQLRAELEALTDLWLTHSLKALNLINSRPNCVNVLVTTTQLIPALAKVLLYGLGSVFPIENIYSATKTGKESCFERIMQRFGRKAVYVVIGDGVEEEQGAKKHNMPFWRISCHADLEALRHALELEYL
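Eya2 (0.2 uM) preincubated 10 min at ambient with compound, then OMFP substrate added at 50 uM; 10 min reaction in 50 mM HEPES pH 7.5, 50 mM NaCl, 5 uM MgCl2, 0.05% BSA, 1 mM DTT. Fluorescence read at Ex 485/Em 525 nm.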
MBNL1-CUG inh – inhibitors of human MBNL1 binding to CUG repeat RNA. TR-FRET MBNL1-His/biotin-(CUG)12 binding, 665/545 ratio. Potency, µM (titrated, usually from 57.5 µM), for inactives: at the highest dose activity change, negative = inhibition, actives largely listed as inhibitors. 280,000 tested, 0.036% active. AID 2675; active = well fitted inhibition curve with a large enough effect in the signal ratio, with a control signal flat, not every such curve was filed as active; inconclusive = small, poorly fitted or top-dose-only effect, or effect the other way, or a change in a side signal; inactive = no such curve, though single readings can be large or run the other way; the % refers to the signal ratio; note: potency is the fitted concentration of half-maximal effect; % is set by controls: 0 for no effect and ±100 for the full control effect
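Compounds (final 92 nM to 58 uM) are added to His-tagged MBNL1 and biotin-(CUG)12, then terbium anti-His antibody and streptavidin-XL665 (5 nM final). After 60 min at room temperature, the 665/545 nm ratio is read.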
TSHR antag – antagonists of human thyroid stimulating hormone receptor | P16473 | TSHR-expressing cells, TSH-stimulated cAMP HTRF, 2 h; active compounds read low | activity change, negative = inhibition, % at 11.5 µM | 330,000 tested, 0.2% active;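 active = activity change below a set negative limit, meaning inhibition stronger than a set level, cut at about -70% in these data; inconclusive = activity change between two set negative limits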; note: % is set by controls: 0 for no effect and ±100 for the full control effect
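TSHR-expressing cells, 200/well, pre-treated with compound, then stimulated with EC80 TSH (4nM final) for 2 hours at 37 deg C. cAMP measured by competitive HTRF: anti-cAMP cryptate antibody in lysis buffer plus cAMP-d2, read after 30 minutes at room temperature.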
BCR signal inh – inhibitors of chronic active B-cell receptor signaling; Potency, µM (doses to about 46.1 µM), without a hit: top-dose ratio change, negative = lower green/red ratio, actives largely listed as inhibitors; 340,000 tested, 0.05% active; AID 493014; ABC-DLBCL IkBa-CBG/CBR reporter, luminescence ratio, 4 h; active = well fitted inhibition curve with a large enough effect in the signal ratio, with a control signal flat, not every such curve was filed as active; inconclusive = small, poorly fitted or top-dose-only effect, or effect the other way, or a change in a side signal; the % refers to the signal ratio;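 note: potency is the fitted concentration of half-maximal effect; plate controls were basal doxycycline-induced cells for no effect and cells given 10 µM MG132 for full effect; MG132 reads +100%, hits lower the ratio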
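TMD8 human ABC-DLBCL cells with doxycycline-inducible IκBα–green luciferase fusion and unfused red luciferase, in 0.5% FBS medium; compounds up to 46 uM, 4 h at 37C. Green/red luminescence ratio, filter-overlap corrected, fitted to concentration-response curves.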
KCNH2 WT inh – blocks the wildtype human KCNH2 potassium channel; 340,000 tested, 0.37% active; U2OS, BacMam KCNH2, thallium flux FluxOr; active compounds read low; activity change, % at 1.84 µM; AID 720551;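 active = maximum activity change below -70%; inconclusive = maximum activity change between -70% and -50%; inactive = maximum activity change above -50%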; note: % is set by controls: 0 for no effect and ±100 for the full control effect
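U2OS cells transduced with wild-type KCNH2 virus are loaded with FluxOr dye for 45 min, and thallium flux is measured in kinetic reads before and after stimulation buffer. Rate constants are normalized to DMSO controls.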
Menin-MLL TR inh – inhibitors of human menin-MLL interaction, mutant MLL peptide. Potency, µM (top dose mostly 61.6 µM), for the others: top-dose FP activity change, negative = inhibition, actives largely listed as inhibitors. O00255. 270,000 tested, 0.23% active. Menin + Texas Red MLL mutant peptide, fluorescence polarization; active = well fitted inhibition curve with a large enough effect in the polarisation, with a control signal flat, not every such curve was filed as active; inconclusive = small, poorly fitted or top-dose-only effect, or effect the other way, or a change in a side signal; inactive = no such curve, though single readings can be large or run the other way; the % refers to the polarisation; note: potency is the fitted concentration of half-maximal effect; % of control where 0% means no effect; many of its hits are not listed in these tables
Target sequence (O00255 whole entry, looked up): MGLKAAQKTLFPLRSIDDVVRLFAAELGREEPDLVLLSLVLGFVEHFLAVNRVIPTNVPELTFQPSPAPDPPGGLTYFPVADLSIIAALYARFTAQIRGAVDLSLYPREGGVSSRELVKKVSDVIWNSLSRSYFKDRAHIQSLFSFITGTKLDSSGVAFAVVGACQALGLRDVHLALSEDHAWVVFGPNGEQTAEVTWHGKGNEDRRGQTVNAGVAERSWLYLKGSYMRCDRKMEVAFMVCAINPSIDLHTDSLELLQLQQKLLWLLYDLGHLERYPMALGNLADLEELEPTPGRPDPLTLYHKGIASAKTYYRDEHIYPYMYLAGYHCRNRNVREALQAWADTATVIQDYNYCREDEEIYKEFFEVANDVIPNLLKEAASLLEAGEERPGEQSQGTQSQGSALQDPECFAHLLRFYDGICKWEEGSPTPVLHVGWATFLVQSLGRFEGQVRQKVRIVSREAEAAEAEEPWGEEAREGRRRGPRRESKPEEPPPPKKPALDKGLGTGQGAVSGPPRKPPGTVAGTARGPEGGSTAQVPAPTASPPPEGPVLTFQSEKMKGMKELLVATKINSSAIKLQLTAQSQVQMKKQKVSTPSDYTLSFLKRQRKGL
GALK inh – inhibitors of human galactokinase. P51570. Potency, µM (series often up to 57.5 µM), for inactives: top-dose activity change, negative = inhibition, hits mostly inhibitors. Purified GALK, Kinase-Glo residual ATP luminescence. 270,000 tested, 0.007% active; note: potency is the fitted concentration of half-maximal effect; % is set by controls: 0 for no effect and ±100 for the full control effect
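Compounds were pin-transferred into ATP buffer (35 uM final), then GALK plus galactose (5 nM, 100 uM final) was added. After 1 h at room temperature, Kinase-Glo Plus was added and luminescence read after 10 min.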
Mito fusion yeast – blocks mitochondrial division or promotes mitochondrial fusion | S. cerevisiae fusion-defective mutant growth rescue, CellTiterGlo 48 h | Potency, µM (highest dose often 46.1 µM), inactives show at the top dose growth rescue (activation), usual class: activators | 320,000 tested, 0.23% active;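 note: potency is the fitted concentration of half-maximal effect; % of control where 0% means no effect; nearly all actives have a fitted effect of over 45% in size; temperature-sensitive fusion mutants such as fzo1-1 at 37 °C on non-fermentable ethanol glycerol medium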
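Temperature-sensitive fusion-defective S. cerevisiae (e.g. fzo1-1, mgm1-5) were grown with compound in YPEG medium (3% ethanol, 3% glycerol) for 48 hours at 37C. Growth rescue was measured as viability by CellTiterGlo luminescence after 10 minutes at ambient.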
ASM inhibitor – inhibitors of human secretory acid sphingomyelinase | placental ASM, HMU-PC fluorogenic substrate, 60 min | Potency, µM (highest dose often 57.5 µM), for inactives: at the top dose activity change, negative = inhibition, hits mostly inhibitors | 340,000 tested, 0.006% active; note: potency is the fitted concentration of half-maximal effect
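HMU-PC0 cleavage (9 uM final) by human placental ASM, 60 min at 37 °C following 10 min compound exposure at RT; stopped at pH 10, fluorescence Ex 386/Em 447 nm.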
* = called active by the depositor; u = inconclusive; x = not tested or not shown; [ ] = remark or other dose. Unless noted, calls come from the whole dose curve; as a rule, active = well fitted curve in the direction sought with a large enough effect; inconclusive = small, poorly fitted or top-dose-only effect, or another doubt; inactive = no such curve, though single readings can be large; an effect the other way counts as inactive or inconclusive.

SMILES	PKM2 activator	USP2a inh	Eya2 phos inh	MBNL1-CUG inh	TSHR antag	BCR signal inh	KCNH2 WT inh	Menin-MLL TR inh	GALK inh	Mito fusion yeast	ASM inhibitor
Nc1c(C(=O)NCc2ccc3c(c2)OCO3)nnn1Cc1cccc(F)c1	-1.2%	0.4%	2.0%	1.1%	-4.1	-9.0%	3.0	x	x	-5.3%	-0.9%
COc1ccc(CC(=O)NN2C(=O)c3ccccc3C2=O)cc1	-2.4%	-7.1%	1.2%	22.6%	8.1	-0.1%	-4.4	2.4%	0.3%	-4.1%	0.7%
O=C(Cc1csc(-c2ccccc2)n1)NCc1ccccc1F	-4.3%	0.5%	0.9%	x	-1.1	0.1%	x	-16.3%	0.5%	7.0%	x
CN1C(=O)C(C)(C)c2cc(S(=O)(=O)N3CCN(c4ccc(F)cc4)CC3)ccc21	12.9%[0.46 µM]	0.1%	0.4%	-7.6%	-3.2	u	4.7	-3.2%	0.7%	-9.0%	-0.5%
CCOC(=O)N1CCC(NC(=O)CCC(=O)N2CCOc3ccccc32)CC1	4.2%	-2.5%	8.9%	-4.8%	15.2	1.0%	-10.9	-23.9%	-2.0%	-0.4%	0.9%
Cc1ccccc1C(=O)NNC(=O)C1CC(=O)N(c2ccc3c(c2)OCCO3)C1 (stereo unspecified)	x	0.2%	-14.4%	x	-6.7	-0.3%	3.8	x	x	3.9%	1.3%
Cc1ccc(C)c(N2CCN(C(=O)C3CCCN(S(=O)(=O)c4cnc[nH]4)C3)CC2)c1 (stereo unspecified)	-1.0%	-1.1%	-25.4%	-12.9%	8.7	-7.2%	-2.9	0.8%	1.0%	1.0%	0.2%
O=C(O)c1cccc(S(=O)(=O)N2CCN(Cc3ccc4c(c3)OCO4)CC2)c1	x	3.1%	4.4%	-0.4%	-8.2	1.1%	11.0	3.1%	1.7%	-3.2%	3.4%
CCOC(=O)C1CCN(S(=O)(=O)c2cc(C(=O)N3CCCCC3)ccc2OC)CC1	1.3%	1.0%	-3.7%	1.4%	-5.5	4.2%	-2.7	x	-3.9%	-0.4%	4.0%
CC1(C)CC(NC(=O)c2coc(=O)c(Br)c2)CC(C)(C)N1	5.5%	0.4%	10.6%	6.8%	4.2	-1.6%	-11.4	-1.6%	6.1%	-1.2%	352.3%[activator]
COc1ccc(NC(=O)CCC(=O)N/N=C/c2cn(C)nc2C)cc1	9.1%	-0.5%	-1.6%	-14.3%	16.7	2.6%	7.5	x	x	8.3%	-1.9%
CC(C)(C)NC(=O)NCc1cccnc1	-4.3%	0.5%	-0.9%	-2.6%	2.3	8.8%	-4.7	x	-1.8%	2.6%	-0.3%
Cc1ccc(-c2nc3n(n2)Cc2ccccc2-3)cc1	-34.7%	1.8%	-5.8%	u	-8.5	u	12.5	13.5%	5.9%	6.2%	2.7%
O=C(c1cc2ccccc2oc1=O)N1CCN(CCc2ccccc2)CC1	5.3%	5.0%	-10.5%	3.8%	-0.8	1.1%	15.9	2.9%	-4.9%	5.2%	7.8%
CC(C)(C)NC(=O)CSc1nnc(-c2ccco2)n1Cc1ccco1	1.0%	1.4%	-8.4%	-5.2%	-0.9	1.0%	-12.2	20.0%	-0.5%	0.4%	-1.6%
COc1cc(C=O)ccc1OCC(=O)Nc1cccc(S(=O)(=O)N(C)c2ccccc2)c1	x	0.1%	-10.8%	x	-5.8	-7.2%	2.1	x	x	8.4%	x
CC(C)N1CCC(=NNC(=O)c2cccs2)CC1	-7.4%	5.3%	-5.0%	-0.3%	1.2	u	-6.6	x	-3.8%	0.0%	-0.1%
CCc1nnc(NC=C2C(=O)OC(C)(C)OC2=O)s1	3.7%	0.1%	-25.7%	-4.7%	-2.9	u	-5.0	-8.0%	-1.0%	0.6%	-2.2%
CCn1cc(C(=O)N(C)c2ccccc2F)c2cc(OC)c(OC)cc2c1=O	x	-7.6%	10.4%	0.5%	8.0	u	x	-20.6%	-0.4%	13.1%	-0.7%
CCCCCCN1CC(=O)N2[C@@H](Cc3c([nH]c4ccccc34)C2(C)C)C1=O	x	1.6%	-5.8%	-5.0%	7.7	-2.5%	-4.3	22.1%	x	20.2%	-5.7%
CCCCN(CC)CCNC(=O)Cn1cc2c(n1)-c1c(oc(C(=O)N3CCCC3)c1C)CC2	x	-0.8%	12.6%	0.6%	4.6	u	-1.4	-5.3%	11.9%	-7.9%	3.0%
O=C(Oc1cc(=O)oc2ccccc12)c1ccccc1	-0.7%	5.2%	-12.6%	-16.7%	-3.8	u	2.6	10.3%	2.0%	2.0%	-2.8%
CC(=O)/C(C(=N)N1CCN(c2cccc(Cl)c2)CC1)=C(\C)O	-6.9%	2.0%	-10.9%	-8.7%	-2.3	2.2%	-9.2	-22.0%	-0.1%	-3.5%	1.6%
Clc1ccc(CSc2nnc(-c3cccnc3)o2)cc1	11.7%	-0.7%	-10.3%	-4.1%	-19.2	7.6%	-9.5	10.6%	-0.9%	7.7%	-6.1%
COc1ccc(OC2CCN(C(=O)Nc3ccc(C)cc3)CC2)cc1	x	0.8%	1.1%	-7.4%	1.5	-6.1%	-2.6	8.6%	1.9%	1.0%	3.2%
C/C(=N/NC(=O)c1cc(Cl)ccc1O)C12CC3CC(CC(C3)C1)C2	2.1%	2.4%	1.6%	-0.5%	6.7	u	0.9	12.4%	x	1.4%	6.5%
CC(CNC(=O)c1cc(COc2ccc3ncccc3c2)on1)c1ccccc1 (stereo unspecified)	5.3%	-0.6%	-6.8%	2.5%	-41.4	u	-4.1	11.1%	-0.6%	u	-7.0%
Cc1cccc(OCCCN2C(=O)C(=O)c3cc(C)ccc32)c1	1.5%	-0.4%	-2.7%	u	-3.0	u	-1.7	u	-8.7%	-5.2%	-5.3%
O=C(NCC(c1ccco1)N1CCOCC1)c1ccc(F)cc1 (stereo unspecified)	x	0.2%	9.9%	x	2.4	u	0.0	x	x	-4.6%	-2.3%
CC(C)Cn1c(N)c(C(=O)COC(=O)/C=C/c2cccs2)c(=O)n(C)c1=O	-2.9%	-0.7%	-0.2%	x	-22.6	7.4%	19.7	x	-2.4%	3.2%	-0.2%
Cc1ccccc1N/C=C/C(=C(C#N)C#N)N(C)C	0.3%	3.1%	-8.8%	-1.1%	10.3	u	-1.8	-3.0%	-0.5%	0.8%	-1.6%
CCCCn1cnc2c1c(=O)[nH]c(=O)n2CCCC	-23.5%	3.1%	-6.2%	-0.4%	12.9	u	5.1	-13.1%	0.3%	-4.6%	8.6%
O=C(CNC(=O)/C(=C\c1ccccc1)NC(=O)c1ccc(Br)cc1)OCc1ccccc1	-2.1%	-1.1%	1.4%	4.6%	-15.4	16.5%	-42.0	23.2%	-0.3%	-2.5%	-1.8%
O=C1N(c2ccccc2)CCN1c1ccccc1	-27.5%	-0.2%	-9.9%	-4.9%	-2.0	u	-6.6	u	7.3%	0.6%	-2.2%
Brc1ccccc1OCCCN1CCCCCC1	1.2%	9.4%	11.9%	2.6%	-2.8	9.9%	2.4	-8.0%	-3.0%	-6.9%	5.7%
O=C(N/N=C/c1sc(N2CCOCC2)nc1-c1ccccc1)c1ccc(O)cc1	-1.9%	1.0%	-5.2%	u	-6.1	u	3.7	u	1.2%	1.7%	127.9%[activator]
CCNC(=S)Nc1ccc(-c2nc3ccccc3[nH]2)cc1	-4.9%	1.9%	-2.0%	3.4%	-7.0	u	-3.1	6.8%	-4.4%	-10.2%	-1.5%
CC(C)Oc1ccc(C(=O)Nc2ncn[nH]2)cc1	0.8%[11.5 µM]	0.0%	1.0%	-2.1%	-1.8	2.4%	5.5	-4.7%	-1.1%	-1.8%	-1.8%
CC(C)CN(C(=O)COC(=O)CNC(=O)c1ccccc1)c1c(N)n(Cc2ccccc2)c(=O)[nH]c1=O	x	0.2%	1.9%	x	6.2	u	-3.2	x	x	-7.6%	6.7%
O=C(C[n+]1ccccc1)N/N=C/c1ccc(Cl)cc1	x	-0.4%	8.3%	x	-3.5	-0.1%	-4.1	x	x	-2.3%	1.0%

These rows are one share of the data; the hit share may differ from the screen's.
